High-throughput results deposited in PubChem BioAssay by National Center for Advancing Translational Sciences (NCATS).
DT40 TDP1 no CPT = qHTS for Inhibitors of human tyrosyl-DNA phosphodiesterase 1 (TDP1): qHTS in cells in absence of CPT | actives 15% (n = 420,000) | DT40 Tdp1-/- hTDP1 cells, no CPT, ATP luminescence, 48 h | AID 686978, 2013 | Potency, µM (top dose mostly 46.2 µM), without a hit: at the top dose activity change, negative = growth inhibition, actives largely listed as inhibitors; note: nearly all actives have a fitted effect of over 55% in size
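Chicken DT40 Tdp1-/- cells stably complemented with human TDP1 were seeded at 400 cells/well with DMSO in place of 20 nM camptothecin. After compound pinning, cells grew at least 48 hr at 37 °C; viability read by CellTiter-Glo luminescence.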
GCN5L2 inh = qHTS Assay for Inhibitors of GCN5L2. GCN5L2 HAT assay, ThioGlo1 CoA-SH fluorescence. Histone acetyltransferase KAT2A (Homo sapiens), Q92830. AID 504327, 2011. actives 0.21% (n = 390,000). Potency, µM (doses to about 58.9 µM), for inactives: top-dose activity change, negative = inhibition, actives largely listed as inhibitors
Target sequence (Q92830 whole entry, looked up): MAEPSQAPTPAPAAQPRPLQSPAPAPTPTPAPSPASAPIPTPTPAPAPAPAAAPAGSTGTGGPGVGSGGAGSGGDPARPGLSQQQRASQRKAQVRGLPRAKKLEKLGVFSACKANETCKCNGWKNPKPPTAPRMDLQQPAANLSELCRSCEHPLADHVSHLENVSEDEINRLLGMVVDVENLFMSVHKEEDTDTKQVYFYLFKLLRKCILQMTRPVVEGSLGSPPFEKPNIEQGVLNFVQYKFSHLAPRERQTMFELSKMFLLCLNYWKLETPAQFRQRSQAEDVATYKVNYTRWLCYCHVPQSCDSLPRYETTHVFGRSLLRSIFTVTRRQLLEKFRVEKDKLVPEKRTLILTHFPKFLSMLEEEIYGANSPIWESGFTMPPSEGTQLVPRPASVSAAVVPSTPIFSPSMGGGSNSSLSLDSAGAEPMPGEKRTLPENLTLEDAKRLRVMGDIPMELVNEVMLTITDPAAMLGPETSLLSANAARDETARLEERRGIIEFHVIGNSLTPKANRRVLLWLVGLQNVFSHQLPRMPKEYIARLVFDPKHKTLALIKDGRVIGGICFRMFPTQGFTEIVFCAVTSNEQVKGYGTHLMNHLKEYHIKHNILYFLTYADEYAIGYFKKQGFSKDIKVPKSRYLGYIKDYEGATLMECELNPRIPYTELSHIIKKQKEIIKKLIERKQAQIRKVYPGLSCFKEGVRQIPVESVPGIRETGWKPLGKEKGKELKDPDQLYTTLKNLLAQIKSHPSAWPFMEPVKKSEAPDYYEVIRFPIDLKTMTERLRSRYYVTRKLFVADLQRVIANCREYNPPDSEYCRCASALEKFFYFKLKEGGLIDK
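Free CoA generated was detected with ThioGlo1 (50uM) fluorescence at Ex340nm/Em540nm, read immediately and after 20 min at room temperature. Enzyme, 20 nM in HEPES pH 7.5 buffer, saw compounds 15 min before adding 75uM H3(1-25) peptide and 70uM acetyl-CoA.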
DT40 TDP1 CPT = qHTS for Inhibitors of human tyrosyl-DNA phosphodiesterase 1 (TDP1): qHTS in cells in presence of CPT. chicken DT40 Tdp1-/-;hTDP1 cells + 20 nM CPT, ATP luminescence, 48 h. Potency, µM (series often up to 46.2 µM), inactives show top-dose activity change, negative = growth inhibition, hits mostly inhibitors. actives 12% (n = 420,000); note: nearly all actives have a fitted effect of over 55% in size
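Chicken DT40 Tdp1-/- cells stably complemented with human TDP1 were seeded at 400 cells/well in medium containing 20 nM camptothecin, exposed to pin-transferred compounds, and grown at 37 °C for at least 48 hr. Viability was read as ATP luminescence.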
Starred values were filed as active, the others as inactive; ? = inconclusive; / = not tested or not shown; & = joins results of further samples. Calls come from the whole dose curve; as a rule, active = well fitted curve in the direction sought with a large enough effect; inconclusive = small, poorly fitted or top-dose-only effect, or another doubt; inactive = no such curve, though single readings can be large; an effect the other way counts as inactive or inconclusive. % is set by controls: 0 for no effect and ±100 for the full control effect; potency is the fitted concentration of half-maximal effect. These rows are one share of the data; count on the stated rates, not on these rows.

SMILES | DT40 TDP1 no CPT | GCN5L2 inh | DT40 TDP1 CPT
O=C(O)c1c[nH]c2ccc(S(=O)(=O)N3CCOCC3)cc12 | -11% | -6% | 7%
OC[C@H]1O[C@@H](n2cnc3c(NCc4ccco4)ncnc32)[C@H](O)[C@@H]1O | 2.1µM* | / | 2.3µM*
CCC[C@@H]1C[C@@H](C(=O)N[C@@H](C2O[C@H](SC)[C@H](O)[C@@H](O)[C@H]2O)[C@H](C)Cl)N(C)C1 (some centres undefined) | -11% | -5% | -22%
O=C(CCN1C(=O)C2CCCCC2C1=O)N1CCN(S(=O)(=O)c2c(F)cccc2F)CC1 (centres undefined) | -2% | -7% | -8%
Cc1cc(=O)oc2cc(OC(C)C(=O)NCC3CCCO3)ccc12 (centres undefined) | -11% | 22% | 2%
CC(C)(C)c1ccc(NC(=O)c2cc[n+]([O-])cc2)cc1 | ? | -4% | -13%
COc1ccc(-c2cn[nH]c2-c2ccc(O)cc2O)cc1OC | ? | -3% | -2%
CC(CCc1ccccc1)NC(=O)C1CCN(C(=O)c2sccc2-n2cccc2)CC1 (centres undefined) | 21µM* | -5% | ?

No new results follow: entries from further up.
SMILES | DT40 TDP1 no CPT | GCN5L2 inh | DT40 TDP1 CPT
O=C(O)c1c[nH]c2ccc(S(=O)(=O)N3CCOCC3)cc12 | -11% | -6% | 7%
OC[C@H]1O[C@@H](n2cnc3c(NCc4ccco4)ncnc32)[C@H](O)[C@@H]1O | 2.1µM* | / | 2.3µM*
CCC[C@@H]1C[C@@H](C(=O)N[C@@H](C2O[C@H](SC)[C@H](O)[C@@H](O)[C@H]2O)[C@H](C)Cl)N(C)C1 (some centres undefined) | -11% | -5% | -22%

Carrying on:
SMILES | DT40 TDP1 no CPT | GCN5L2 inh | DT40 TDP1 CPT
CCOC(=O)N1CCN(C2=Nc3cccc4cccc2c34)CC1 | -28% | ? | -8%
CC1(C)OC(=O)C(C(c2ccccc2)C(C#N)C(N)=O)=C(O)O1 (centres undefined) | -11% | -2% | -7%
Cc1cccc(C(=O)N2CCc3cc(CNC(=O)Cc4ccc(F)cc4)ccc32)c1 | ? | -7% | 16µM*
COc1ccc(NC2CCCN(C(=O)CCCN3CCCCC3=O)C2)cc1 (centres undefined) | -5% | -15% | -16%
Cc1ccc(-c2noc(CSc3nnc(-c4ccncc4)n3-c3ccc(F)cc3)n2)cc1 | 18µM* | -14% | 12µM*
Cc1c(C(=O)N2CCOCC2)sc(NC(=O)c2ccccc2F)c1C#N | -11% | -27% | -6%
O=C(NCCS(=O)(=O)N1CCN(c2ccccc2)CC1)c1ccc2c(c1)OCO2 | -26% | -3% | 7%
Cc1ccc(NC(=O)CCn2cccc2)cc1F | -19% | 0% | -27%

Entries of single compounds from above. Screens in order: DT40 TDP1 no CPT | GCN5L2 inh | DT40 TDP1 CPT
CC(CCc1ccccc1)NC(=O)C1CCN(C(=O)c2sccc2-n2cccc2)CC1 (centres undefined) across the screens: 21µM* | -5% | ?
CC(C)(C)c1ccc(NC(=O)c2cc[n+]([O-])cc2)cc1 across the screens: ? | -4% | -13%

Next part.
SMILES | DT40 TDP1 no CPT | GCN5L2 inh | DT40 TDP1 CPT
COc1cccc(C(=O)NC(=S)Nc2ccc(N3CCCC3)cc2)c1 | 16µM* | -6% | ?
CC1OC(Oc2ccc3ccc(=O)oc3c2-c2c(O)ccc3cc(Oc4ccc5ccc(=O)oc5c4)c(=O)oc23)C(O)C(O)C1O (centres undefined) | 23% | -8% | -2%
CCC(C)[C@H](NC(=O)c1cc2cc(Cl)ccc2n1C)C(=O)N1CCC(C(=O)O)CC1 (some centres undefined) | -7% | -1% | 0%
O=C(CN1C2=NCCN2c2ccccc21)c1ccc(Br)s1 | ? | 1% | 18µM*
CSCC[C@@H](C(=O)NCc1cccs1)N1Cc2ccccc2C1=O | -26% | -1% | 0%
C#CC(=O)N(c1cccc(OC)c1)C(C(=O)NC1CCCC1)c1cccs1 (centres undefined) | 2.3µM* | ? | 1µM*
CCOC(=O)c1c(C)c(C(=O)NCc2ccc(Cl)cc2)c(C)n1CC | 26µM* | 0% | ?
O=C(NCc1ccc(F)cc1)c1ccc(CNc2c(N3CCOCC3)c(=O)c2=O)cc1 | -1% | -4% | 4%

New compounds follow
SMILES | DT40 TDP1 no CPT | GCN5L2 inh | DT40 TDP1 CPT
CCCC(=O)Nc1ccc(C(N)=O)cc1 | -14% | -3% | 28%
COc1ccccc1OCC(=O)N/N=C1\CCc2ccccc21 | -21% | 8% | -27%
CCSc1nnc(-c2cc(Br)ccc2N=Cc2c(C)[nH]n(-c3ccccc3)c2=O)c(=O)[nH]1 | ? | -2% | ?
Cc1cccc(NC(=O)N2CCCCCC2)c1C | 17% | 3% | 2%
CCOC(=O)c1nnn(-c2nonc2N)c1CNc1ccccc1 | ? | 0% | -27%
Cn1c(=O)c2sccc2n2c(CCCC(=O)N3CCCCC3)nnc12 | 4% | -20% | 0%
O=C(Cc1ccccc1)NCCc1ccc(Cl)cc1Cl | -8% | -3% | 9%
COc1ccc(OC)c(C(=O)COC(=O)COc2ccccc2)c1 | 5.8µM* | -2% | 15µM*

Copied from the list:
GCN5L2 inh with COc1ccc(OC)c(C(=O)COC(=O)COc2ccccc2)c1 reads -2%
DT40 TDP1 CPT with COc1ccccc1OCC(=O)N/N=C1\CCc2ccccc21 reads -27%
DT40 TDP1 CPT with O=C(Cc1ccccc1)NCCc1ccc(Cl)cc1Cl reads 9%

7 compounds from above, showing only GCN5L2 inh:
SMILES	GCN5L2 inh
CCCC(=O)Nc1ccc(C(N)=O)cc1	-3%
COc1ccccc1OCC(=O)N/N=C1\CCc2ccccc21	8%
CCSc1nnc(-c2cc(Br)ccc2N=Cc2c(C)[nH]n(-c3ccccc3)c2=O)c(=O)[nH]1	-2%
Cc1cccc(NC(=O)N2CCCCCC2)c1C	3%
CCOC(=O)c1nnn(-c2nonc2N)c1CNc1ccccc1	0%
Cn1c(=O)c2sccc2n2c(CCCC(=O)N3CCCCC3)nnc12	-20%
O=C(Cc1ccccc1)NCCc1ccc(Cl)cc1Cl	-3%

Carrying on:
SMILES | DT40 TDP1 no CPT | GCN5L2 inh | DT40 TDP1 CPT
Cc1ccc(Cl)cc1NC(=O)C1CC(=O)Nc2ncnn21 (centres undefined) | 15% | 16% | 7%
Cc1ccc(NC(=O)CN(C)c2ccc(S(=O)(=O)N3CCCC3)cn2)cc1 | ? | -10% | -7%
COc1ccc2[nH]cc(CCn3ccc(=O)c(C)c3C)c2c1 | 11% | -4% | 8%
CCOc1ccccc1OCCCC(=O)N1CCN(S(=O)(=O)c2ccc(Cl)cc2)CC1 | 18µM* | 0% | ?
Cc1ccc(OCC(O)CNS(=O)(=O)c2ccccc2C(=O)O)cc1 (centres undefined) | -20% | 2% | -14%
C(=NOCc1ccccc1)c1ccncc1 | -26% | / | 4%
COc1ccc(/C=N/NC(=O)c2ccoc2C)cc1OC | -4% | -4% | -6%
O=P(c1ccccc1)(c1ccccc1)c1ccc(O)cc1 | 2% | 0% | 1%

Next part:
SMILES | DT40 TDP1 no CPT | GCN5L2 inh | DT40 TDP1 CPT
Cc1cc(C)n(C(=O)N(c2ccccc2)c2ccccc2)n1 | ? | 0% | ?
O=C(COc1ccccc1Cl)NNC(=O)C1CCCO1 (centres undefined) | -15% | 2% | 7%
Cc1c(/C=C/C(=O)c2ccccc2)cnn1C | ? | -18% | ?
N#Cc1cccc(NC(=O)N2CCC3(CC2)CCN(C(=O)c2cnccn2)CC3)c1 | -2% | 1% | -4%
Cc1[nH]c2ccc(C(=O)NCCCN3CCCCCC3)cc2c1C | 1% | -24% | 2%
O=C(c1csnn1)N1CCC2(CCCN(Cc3cc(C(F)(F)F)cc(C(F)(F)F)c3)C2)CC1 | -4% | -8% | 5%
CC(=O)c1ccc(S(=O)(=O)NCCC(=O)NC2CCN(Cc3ccccc3)CC2)cc1 | ? | -2% | -13%
CCc1nc2c(OCc3ccccc3)cccn2c1N(C)C(=O)COc1ccccc1 | ? | / | 23µM*

(next part)
Sequence of screens – DT40 TDP1 no CPT | GCN5L2 inh | DT40 TDP1 CPT
> N#Cc1cccc(NC(=O)Cn2cnc(S(=O)(=O)N3CCCCC3)c2)c1
 : -17% | -4% | 8%
> Nc1nc(N)c(-c2ccccc2)s1
 : -1%&-10% | 1% | -10%&-3%
> Cc1cc(C)nc(Nc2n[nH]c(COc3ccc(Cl)cc3)n2)n1
 : ? | -5% | ?
> CCOC(=O)CN(Cc1sccc1C)C(=O)Nc1cccc(OC)c1
 : -33% | -2% | -17%
> O=C(CCS(=O)(=O)c1ccccc1)Nc1nc(-c2ccccn2)cs1
 : 13µM* | / | 18µM*
> Cc1cc(=O)n2[nH]c(-c3ccc(F)cc3)cc2n1
 : 13µM* | -13% | ?
> O=C(OCc1cc(Cl)ccc1OC(F)F)c1cncc(Br)c1
 : ? | 7% | -1%
> CCOC(=O)CNC(=O)CC(c1cc(OC)c(OC)c(OC)c1)N1Cc2ccccc2C1=O (centres undefined)
 : 0% | -3% | -1%
> COc1cccc(-c2cc(NC=O)c3ncc(-c4cccc(C(=O)N(C)C)c4)n3c2)c1
 : ? | / | ?
> CC1(C)C(C#N)=C(N)OC2=C1C(=O)CCC2
 : 2% | 2% | -1%
> C#CCOCCOCCOCCNc1nc(N2CCN(C(=O)[C@H](Cc3cc4ccccc4[nH]3)n3cc([C@@H](N)C(C)CC)nn3)CC2)nc(N2CCN(C(=O)[C@H](CCCCN)n3cc([C@@H](N)CC(C)C)nn3)CC2)n1 (some centres undefined)
 : -3% | -1% | -4%
> COc1cc(C=NNC(=O)c2ccccc2NS(=O)(=O)c2cccs2)cc(OC)c1O
 : 10% | -11% | -4%
> Cc1ccnc(NS(=O)(=O)c2ccc(NC(=O)CCOc3ccccc3)cc2)n1
 : -3% | 2% | -1%
> COc1ccc(-c2cc(C(=O)N3CCOCC3)no2)cc1
 : -10% | -3% | 5%
> COc1cc(CN2CCC3(CCC(CNC(=O)c4ccco4)O3)CC2)ccc1O (centres undefined)
 : -3% | / | 12%

Remaining list, next part:
Sequence of screens – DT40 TDP1 no CPT | GCN5L2 inh | DT40 TDP1 CPT
> COc1ccc(OC)c(C=NNC(=O)c2ccccc2NS(=O)(=O)c2cccs2)c1
 : -6% | -19% | -11%
> CCn1cc(C(=O)N2CCN(c3cc(C)ccc3C)CC2)c(=O)c2cc(S(=O)(=O)N3CCCCC3)ccc21
 : -9% | 0% | -5%
> CC1(C(=O)Nc2cccc3c2CCCC3)CCN1C(=O)CCc1ccc(Cl)cc1Cl (centres undefined)
 : 23µM* | / | 21µM*
> COc1cc2ccccc2cc1C(=O)N1CCc2ccccc21
 : 15µM* | ? | 16µM*
> CCC(C)NC(=O)NC(=O)N(C1CCCCC1)S(C)(=O)=O (centres undefined)
 : 7% | -2% | 1%
> CCOC(=O)C(N)CSC1CC(=O)N(c2ccc(C(=O)OC)cc2)C1=O (centres undefined)
 : -7% | -1% | 2%
> Cn1nccc1C(=O)N1CCN(C23CC4CC(CC(C4)C2)C3)CC1
 : 7% | -10% | -1%
> Cc1ccc(/C=C/c2onc(C)c2S(=O)(=O)N2CCC(C(=O)N3CC(C)Oc4ccccc43)CC2)cc1 (centres undefined)
 : 12µM* | -2% | 18µM*
> NC1=NC[C@H](c2ccccc2)N1CCCCC1CCCCC1
 : 7.3µM* | -10% | 5.2µM*
> CCCCCCNC(=O)O[C@@]12CN(S(=O)(=O)c3ccc(C)cc3)C[C@]1(O)Cn1c(=O)n(CCCCCC)c(=O)n1C2
 : ? | / | 0%
> CC(C)c1ccc(NC(=O)Nc2nc(C(C)N)cs2)cc1 (centres undefined)
 : 15µM* | / | 15µM*
> CSc1nsc(/C=C/Nc2ccc(F)cc2F)c1C#N
 : 4% | -18% | -26%
> CCOc1ccccc1N1CCN(CC(=O)NCCc2ccc(S(N)(=O)=O)cc2)CC1
 : -7% | 2% | -3%
